Assay outcomes deposited in PubChem BioAssay by several laboratories.
HEK293 NOD2/NF-kB: NOD2 signaling inhibitors, cell-based, luminescence, uHTS, HEK293 (AID 1566) | HEK293 NOD2/NF-kB luciferase reporter, luminescence; higher % means a stronger effect | inhibition, % at 4 µM, or EC50 in µM where a hit was titrated | actives 0.63% (n = 290,000); note: many of its hits are not listed in these tables
KOR beta-arrestin-1: kappa opioid receptor activators – cell-based, luminescence, uHTS, primary screen (AID 1777); actives 0.02% (n = 280,000); one-dose activation, % at 10 µM; EC50 in µM for titrated hits; KOR beta-arrestin recruitment, luminescence; higher % means a stronger effect; in the data active = activation above about 50%, passing the limit was not always enough; note: a part of the inactive calls stands beside numbers as strong as those of hits
Myeloid diff MLP: myeloid differentiation induction | ER-HoxA9 myeloid progenitors, lysozyme-GFP differentiation, flow cytometry | calls only at 10 µM | actives 1% (n = 360,000);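 active = normalized GFP-positive differentiation at or above the plate's own cutoff, the solvent-only control mean plus 3 SD; inconclusive = no clear call, values can overlap the other calls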;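 note: cells exposed to compound for four days before flow analysis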
NOD1 NF-kB reporter: inhibition of NOD1-driven NF-kB reporter – cell-based, luminescence, uHTS, primary screen (AID 1578); NOD1-driven NF-kB luciferase reporter cells, luminescence; higher % means a stronger effect; one-dose inhibition, % at 4 µM; EC50 in µM for titrated hits; actives 1% (n = 290,000); in the data active = inhibition mostly above about 36%, no sharp cut-off; inactive = mostly below about 34%;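 note: HEK-293T reporter cells stimulated with the NOD1 agonist gamma-tri-DAP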
LYP inhibition: PTPN22 lymphoid phosphatase activity blockers – biochemical, fluorescence intensity, uHTS (AID 1779). actives 0.054% (n = 290,000). one-dose inhibition, % at 11.5 µM; IC50 in µM for titrated hits. recombinant LYP phosphatase, fluorescence intensity; higher % means a stronger effect;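 note: plate controls were vehicle with enzyme for no effect and no enzyme for full effect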
HIV fusion peptide: inhibitors of HIV fusion peptide binding, primary screen, biochemical, uHTS, fluorescence dequenching (AID 1986). cell-free peptide binding, fluorescence dequenching, 30 min; higher % means a stronger effect. inhibition, % at 20 µM; hits with a dose series show IC50 in µM. actives 0.3% (n = 290,000); in the data active = inhibition mostly above about 52%, no sharp cut-off; inactive = mostly below about 76%; note: some results filed as inactive read as strong as hits
KOR beta-arrestin-2: kappa opioid receptor blockers – cell-based, luminescence, uHTS (AID 1778); actives 0.091% (n = 290,000); inhibition, % at 10 µM, or IC50 in µM where a hit was titrated; KOR beta-arrestin recruitment, luminescence, antagonist mode; higher % means a stronger effect; note: strong numbers were not always called active
Salmonella PhoP GFP: inhibitors of PhoP regulon expression, primary screen, Salmonella Typhimurium, GFP reporter (AID 1863); inhibition, % at 50 µM; hits with a dose series show IC50 in µM; actives 0.16% (n = 300,000); S. Typhimurium PhoP-regulated promoter GFP reporter, 4 h; higher % means a stronger effect;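 active = inhibition over 29.93%, a cutoff 3 SD above the screen mean, later confirmed by dose response; inconclusive = inhibition over 29.93% but no dose response follow-up; inactive = inhibition at most 29.93% or unconfirmed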;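 note: 0% = low Mg2+ inducing control and 100% = high Mg2+ repressing control; strong numbers were not always called active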
Siah-1 displacement: Siah-1 peptide-binding antagonists, primary screen, biochemical, fluorescence polarization, rhodamine-plectin, uHTS (AID 1817); Siah-1 / rhodamine-plectin peptide fluorescence polarization; higher % means a stronger effect; displacement, % at 20 µM; hits with a dose series show IC50 in µM; actives 0.02% (n = 290,000);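 active = displacement of at least 50% at 20 µM, with a fluorescence ratio check between 0.3 and a set limit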;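 note: plate controls were Siah plus tracer with DMSO for no effect and tracer alone without Siah for full effect; strong numbers were not always called active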
Myeloid diff MLP GFP+ MAC1+ %: also measured in Myeloid diff MLP; calls as there; GFP+ MAC1+ double positive, %; measured here: differentiation confirmed by MAC1 staining
The depositor's hits bear a star; i = inactive; ? = inconclusive; / = no result given; + = active, no number; [ ] = dose if it differs, or a comment. Cut-off read from the data, not from the text of the source, unless noted: active = inhibition above about 50%; inactive = the rest. Not all compounds are listed. The share of hits here may be higher or lower than overall.

SMILES	HEK293 NOD2/NF-kB	KOR beta-arrestin-1	Myeloid diff MLP	Myeloid diff MLP GFP+ MAC1+ %	NOD1 NF-kB reporter	LYP inhibition	HIV fusion peptide	KOR beta-arrestin-2	Salmonella PhoP GFP	Siah-1 displacement
O=C(CSc1nnc(NC(=O)C2CC(=O)N(c3ccccc3)C2)s1)NC1CCCC1 (stereo not given)	-9%	-4.9%	i	1.2	-7%	-6%	-0.3%	4%	-4%	4%
CCN(CC)C(=S)NC(=O)c1ccc(OC)c(Br)c1	-7%	9.4%	i	3.5	-19%	-1%	-0.3%	4%	-2%	-4%
O=C(CSc1nc(-c2ccccc2)cc(C(F)(F)F)n1)NCc1ccco1	1%	0.8%	i	1.8	-2%	-6%	-2.2%	14%	12%	-3%
Cc1cc(NC(=O)CSc2nnc(-c3cccnc3)n2N)no1	4%	3.1%	i	1.0	9%	-4%	4.4%	0%	6%	0%
CC1Cc2ccccc2N1C(=O)CN1CCc2ccccc2C1 (stereo not given)	-6%	5.3%	i	1.4	13%	-3%	0.3%	36%	-7%	4%
CCOC(=O)N1CCN(C(=O)C2CCN(S(=O)(=O)N3CCCC3)CC2)CC1	3%	2.2%	+	10*	12%	-1%	-2.8%	-14%	-1%	-1%
COc1ccc(-c2cc(=O)[nH]c(=S)[nH]2)cc1	7%	-7.7%	i	0.1	-24%	-3%	-1.0%	22%[20 µM]	1%	4%
Cc1nc2ccccc2n1C1CCN(CC(=O)NCc2ccc(F)cc2)CC1	16%	6.8%	i	9.5	20%	-9%	-0.8%	-28%	-1%	-2%
O=C(Nc1nc2ccccc2[nH]1)C1CCCC1	-41%	0.0%	i	0.1	-3%	-13%	-1.9%	-7%	-1%	4%
CC(CC(=O)O)CC(=O)Nc1cc([N+](=O)[O-])ccc1O (stereo not given)	11%	-7.3%	i	0.8	-15%	-3%	-0.4%	18%	3%	7%
O=C(CSc1nnc(-c2cccnc2)n1Cc1ccco1)c1ccc(Cl)c(Cl)c1	5%	-3.8%	i	0.1	2%	-4%	1.1%	15%	15%	0%
CCn1c(CNc2ccc(F)cc2)nnc1SCC(=O)Nc1ccc(OC)cc1OC	-5%	5.7%	i	3.9	8%	-5%	-0.9%	/	20%	-4%
Cc1ccc(S(=O)(=O)c2cn(CC(=O)Nc3ccccc3)c3ccc(F)cc3c2=O)cc1	13%	2.3%	i	1.3	-32%	0%	-0.1%	-14%	2%	7%
COc1ccc(NC(=O)CCNC(=O)c2ccco2)cc1OC	-12%	-3.3%	i	0.7	-26%	-6%	-2.4%	13%	14%	6%
CN(CC(=O)Nc1ccc(N2CCOCC2)cc1)CC(=O)Nc1ccc([N+](=O)[O-])cc1Br	6%	-3.5%	i	0.2	-48%	3%	-1.8%	27%	3%	0%
CCCCOc1ccc(N2C(N)=NC(N)=NC23CCCCC3)cc1	14%	7.7%	i	0.4	-29%	-10%	-1.6%	-64%[20 µM]	1%	-2%
COC(=O)CN1C(=O)N/C(=C/c2ccc(C)o2)C1=O	1%	-1.5%	/	/	-26%	-3%	0.0%	-23%	1%	26%
NC(=O)CCn1cnc2ccccc21	0%	8.6%	i	0.7	-18%	-8%	-0.1%	-3%	-8%	8%
COc1ccc(N(CC(=O)NCc2ccco2)C(=O)CNS(=O)(=O)c2ccc(Cl)cc2)cc1	10%	-6.1%	i	1.4	5%	4%	1.2%	9%	-2%	2%
Cc1cccc(C)c1N1CCN(S(=O)(=O)N(C)C)CC1	13%	/	i	0.7	-20%	-1%	-1.7%	-25%[20 µM]	4%	5%
CCN(C(=O)c1ccc(S(C)(=O)=O)cc1)C12CC3CC(CC(C3)C1)C2	14%	-2.4%	i	0.2	-4%	-2%	-3.1%	-11%	10%	20%
Cc1nnc(SCC(=O)NCc2ccc3c(c2)OCO3)s1	-6%	-1.5%	i	0.9	-3%	-3%	-0.4%	-4%	6%	-2%
C=CCNCC(=O)NN=C(c1ccccc1)c1ccccc1	12%	-1.8%	i	0.7	-16%	-1%	-0.8%	6%	20%	-1%
O=C(NCCCN1CCOCC1)c1ccc(CSCc2cccc(Cl)c2)o1	13%	4.3%	i	0.2	13%	-9%	-0.3%	-32%	1%	-8%
COc1cccc(CC2(CO)CCCN(Cc3sc(N4CCCC4)nc3Cl)C2)c1 (stereo not given)	10%	-2.6%	i	0.5	-19%	2%	5.9%	-24%	-6%	10%

(further entries)
SMILES	HEK293 NOD2/NF-kB	KOR beta-arrestin-1	Myeloid diff MLP	Myeloid diff MLP GFP+ MAC1+ %	NOD1 NF-kB reporter	LYP inhibition	HIV fusion peptide	KOR beta-arrestin-2	Salmonella PhoP GFP	Siah-1 displacement
Cc1cc(C)cc(NC(=O)CSc2nc3c(c(=O)n2C)SC(C)C3)c1 (stereo not given)	11%	-4.5%	i	4.2	0%	4%	-2.3%	20%	-1%	8%
COc1ccc(C(=O)O)cc1S(=O)(=O)NC(C)(C)C	13%	-1.1%	i	0.3	2%	-7%	0.2%	18%	-11%	5%
O=C(c1cc2c(s1)-c1ccccc1OC2)N1CCCC1	-22%	0.3%	i	18	-37%	-31%	7.8%	-32%	6%	2%
O=C(NC1CCN(c2ncccn2)CC1)c1cccc(F)c1	0%	-0.7%	i	0.1	-4%	-7%	-1.9%	-5%	-1%	-2%
COCCCNC(=S)N/N=C/c1ccc(OC)c(Br)c1	10%	0.1%	i	0.6	-2%	4%	-0.5%	11%	-4%	-1%
COc1ccc(NC(=O)c2cc(OC)c(OC)c(OC)c2Br)cc1OC	12%	5.6%	i	0.5	6%	-12%	1.1%	22%	3%	-1%
COc1ccc(NC(=O)Cn2nnc(C(=O)NCc3cccs3)c2N)cc1OC	3%	-1.1%	i	6.8	-12%	-12%	0.8%	-63%	-5%	-2%
Clc1cccc(-c2cc3nc4c(c(N5CCNCC5)n3n2)CCCC4)c1	-6%	-7.0%	/	/	-27%	-5%	-4.6%	19%	-15%	-9%
CNC(=O)C1CC(=O)N(Cc2ccccc2)C(=Nc2ccc(OC)cc2)S1 (stereo not given)	-17%	-4.7%	i	0.4	-12%	-4%	1.6%	16%	-10%	5%
Cc1ccc(N(C)S(=O)(=O)c2cc3c(cc2C)NC(=O)CO3)cc1	11%	-2.4%	i	1.9	-11%	-7%	-0.8%	-12%[20 µM]	/	-1%
O=C(Nc1ccc(Br)cc1F)c1cccnc1	18%	9.6%	i	0.9	-13%	-6%	-2.5%	8%	2%	5%
c1ccc(-n2nnnc2OCCOc2nnnn2-c2ccccc2)cc1	11%	0.1%	i	0.9	-17%	-5%	2.4%	18%	5%	4%
COc1ccc(OC)c(C2C(C(C)=O)=C(C)Nc3ncnn32)c1 (stereo not given)	-6%	-1.7%	i	0.6	-15%	2%	1.8%	12%	-5%	5%
CCn1c(SCC(=O)c2cc(OC)ccc2OC)nnc1C(C)C	11%	-1.1%	i	0.3	-1%	-11%	1.0%	-11%	-16%	-6%
CCOC(=O)CCc1c(C)c2c(C)nn(-c3ccccc3)c2[nH]c1=O	12%	-5.9%	i	1.8	4%	-6%	0.2%	-24%	7%	-5%
O=C(O)CCC(=O)NNC(=O)COc1ccc(Cl)cc1Cl	3%	-0.7%	i	0.2	-32%	-2%	0.8%	-24%[20 µM]	3%	3%
O=C1c2ccccc2C(=O)N1OS(=O)(=O)c1ccccc1	11%	-5.0%	/	/	17%	-10%	-1.1%	19%	-3%	8%
COc1ccc(-c2noc(CCC(=O)NCC3CCCO3)n2)cc1OC (stereo not given)	19%	5.4%	i	0.3	7%	-10%	2.5%	8%	-3%	0%
O=C(Nc1ncccc1O)c1cccc(S(=O)(=O)N2CCc3ccccc32)c1	1%	0.9%	i	1.1	-4%	-7%	-2.3%	-11%	-3%	-5%
Clc1ccccc1CN(Cc1ccco1)Cc1nnnn1C1CCCC1	6%	-1.9%	i	1.0	-21%	-6%	-0.9%	36%	5%	-6%
CC1(C)CC(NCCN2CCN(C3=CC(=C(C#N)C#N)CC(C)(C)C3)CC2)=CC(=C(C#N)C#N)C1	4%	-7.6%	i	0.2	5%	2%	-2.4%	0%	-2%	7%
CCN1C(=O)c2cccc3c(N)ccc1c23	-11%	0.8%	?	/	-50%	-2%	-2.2%	-1%	/	8%
Cc1nnsc1C(=O)Nc1cc(Cl)ccc1Cl	15%	0.9%	i	2.5	-16%	-7%	-0.6%	27%	7%	2%
Brc1ccc(C2Nc3cccc4cccc(c34)N2)o1	12%	-2.5%	i	0.9	9%	81%*	-1.5%	-35%	25%	81%
Cc1ccc(NC(=O)O/N=C/c2ccc(Br)cc2)cc1	-6%	-4.0%	i	0.8	-10%	-13%	0.8%	10%	2%	-3%

(further entries)
SMILES	HEK293 NOD2/NF-kB	KOR beta-arrestin-1	Myeloid diff MLP	Myeloid diff MLP GFP+ MAC1+ %	NOD1 NF-kB reporter	LYP inhibition	HIV fusion peptide	KOR beta-arrestin-2	Salmonella PhoP GFP	Siah-1 displacement
O=C(N/N=C/C(c1ccccc1)c1ccccc1)c1ccccc1F	-4%	1.1%	i	1.4	7%	-4%	0.8%	-33%[20 µM]	-2%	2%
O=C(COC(=O)c1ccccc1Nc1ccccc1)Nc1ccccc1	14%	3.8%	i	0.5	-36%	-1%	0.6%	-43%	-11%	3%
Cc1ccccc1N(C(=O)c1ccccn1)C(C(=O)NCc1ccccc1)c1cccnc1 (stereo not given)	1%	-6.0%	i	0.6	-21%	-4%	-0.8%	2%	-1%	2%
O=[N+]([O-])c1cc([N+](=O)[O-])c(Oc2ccccc2F)cc1NN1CCCCC1	2%	3.0%	i	0.4	4%	-7%	-1.1%	-151%[20 µM]	-7%	3%
Cc1nc2cc(C(=O)O)ccc2n1-c1ccccc1	4%	-10%	i	2.5	1%	-3%	2.8%	22%	-2%	1%
COc1ccc(-c2nc3ncccn3c2Nc2ccccc2)cc1	-43%	-3.2%	i	0.3	2%	-6%	-2.3%	21%	-5%	-5%
Cc1ccc(-c2c(C)n([O-])c3c([n+]2=O)CCC3)cc1	27%	-3.3%	i	0.3	-5%	-8%	-3.0%	17%	-2%	-1%
C=CCn1c(O)c(N=O)c2cc(C)ccc21	3%	/	i	0.8	-28%	-10%	0.5%	-18%	2%	0%
CC(=O)c1ccc(N2CCN(S(=O)(=O)c3cccc(S(=O)(=O)N4CCOCC4)c3)CC2)cc1	-4%	/	i	0.8	-15%	-2%	-1.3%	-10%	7%	0%
N/C(=N\OC(=O)Nc1ccccc1)c1ncc([N+](=O)[O-])s1	16%	-0.5%	+	1.0*	0%	-3%	-1.2%	12%	0%	10%

In a second layout: 3 of the compounds above.
mol,HEK293 NOD2/NF-kB,KOR beta-arrestin-1,Myeloid diff MLP,Myeloid diff MLP GFP+ MAC1+ %,NOD1 NF-kB reporter,LYP inhibition,HIV fusion peptide,KOR beta-arrestin-2,Salmonella PhoP GFP,Siah-1 displacement
Cc1ccccc1N(C(=O)c1ccccn1)C(C(=O)NCc1ccccc1)c1cccnc1 (stereo not given),1%,-6.0%,i,0.6,-21%,-4%,-0.8%,2%,-1%,2%
O=[N+]([O-])c1cc([N+](=O)[O-])c(Oc2ccccc2F)cc1NN1CCCCC1,2%,3.0%,i,0.4,4%,-7%,-1.1%,-151%[20 µM],-7%,3%
Cc1nc2cc(C(=O)O)ccc2n1-c1ccccc1,4%,-10%,i,2.5,1%,-3%,2.8%,22%,-2%,1%
